# Screens (PubChem)
# T cell HTS: T cell immune modulation candidate. calls only at 7 µM. 330,000 compounds, 0.068% hits. 2C CD8+ T cell-vesicle binding, flow cytometry; active compounds read low;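 active means response, share of CD8 T cells binding vesicles, and their 90th percentile fluorescence all below set limits, cut at about 80% in these data, passing the limit was not always enough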
#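 Benchmarks: naked versus QL9-loaded vesicles / Assay system: purified 2C TCR transgenic mouse naive CD8+ T cells / Technique: high-throughput flow cytometry with anti-B7-1 and anti-CD8 staining / Timing: Cell–vesicle co-incubation 1.5 h at 37 °C, staining 20 min on ice / Read-out: percent CD8+ FL2 mean versus row control / Probe or stimulus: QL9-loaded Drosophila micro-vesicles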
# MT stabilizer: stabilizes microtubules in HeLa cells; % tubulin-high responders, % at 10 µM; HeLa tubulin immunostaining HCS, 24 h; share of cells brighter than vehicle mean+2SD; 200,000 compounds, 0.83% hits; AID 2205;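 active means plate Z-score above 3 for both tubulin-high and condensed-nucleus cell shares, with cell loss under 80%, at 10 µM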;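 further: anti alpha tubulin signal scored within the nucleus-defined area of each cell; some results filed as inactive read as strong as hits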
# Autophagy mod: modulators of autophagy; 190,000 compounds, 0.98% hits; AID 463193; calls only at 10 µM (by protocol); MEF GFP-LC3 puncta imaging; test concentration mostly 10 µM;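 active means percentage of spot-positive cells more than 3 SD above its plate mean, without a fluorescence outlier flag or 80% toxicity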;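 further: spot-positive cell cutoff set from DMSO-treated cells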
# bCat nuc transl: beta-catenin nuclear translocation modulation; nuclear translocation activity, % at 5 µM; 190,000 compounds, 0.3% hits; AID 1665; HeLa beta-catenin nuclear translocation, immunofluorescence imaging;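 active means nuclear translocation activity above 50% at 5 µM, with a well cell count of 50 or more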;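 further: per-cell ratio of nuclear to cytoplasmic median beta-catenin stain intensity; plate controls were DMSO negative control for no effect and GSK-3 inhibitor IX positive control for full effect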
#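 Test system: HeLa cells, endogenous beta-catenin; Compound: single 5 µM dose plus 0.02–20 µM confirmation series; Times: compound exposure 24 h at 37°C; Signal: fluorescence imaging of beta-catenin antibody stain plus DAPI; Read-out: % activation, nuclear-to-cytoplasmic median beta-catenin signal ratio per cell.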
# Insulin prom up: MIN6 insulin promoter up-regulation; z-score at 5 µM; AID 1625; 190,000 compounds, 0.3% hits; MIN6 insulin promoter-GFP reporter, high-content imaging; active compounds read high;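 active means z-score above 3 at 5 µM with at least 500 cells counted in the well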
# Lipid droplet: hepatic lipid droplet formation modulation | AML12 mouse hepatocytes, oleate lipid droplets, BODIPY imaging | 240,000 compounds, 0.4% hits | inhibition, % at 6.5 µM;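 active means lipid droplet intensity inhibited by at least 50%, with more than 500 cells counted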
#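 Material – AML12 mouse liver cells · Also added – oleate loading, 100 µM · Compound dosing – 6.5 µM single-point dosing · Times – overnight treatment with compound plus oleate · Measured by – fluorescence imaging, 20x objective, two fields per well · Read-out – percent inhibition of filter-corrected integrated lipid droplet intensity per well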
# human PMI inhibition: MPI enzyme activity inhibition – biochemical, fluorescence intensity, coupled assay, primary screen (AID 1209). purified PMI enzyme, coupled fluorescence intensity; higher % means a stronger effect. one-dose inhibition, % at 20 µM; IC50 in µM for titrated hits. 190,000 compounds, 0.42% hits;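 further: plate controls were DMSO vehicle for no effect and wells lacking substrate for full effect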
# human PMI inhibitors: MPI inhibition at elevated mannose 6-phosphate – biochemical, fluorescence intensity, high mannose 6-phosphate, primary screen (AID 1220); recombinant PMI enzyme, coupled fluorescence intensity; higher % means a stronger effect; inhibition, % at 20 µM; hits with a dose series show IC50 in µM; 190,000 compounds, 0.66% hits
# TNAP activation fold: human TNAP enzyme activators, primary screen, biochemical, luminescent, no phosphate acceptor, uHTS (AID 1001) | purified TNAP, luminescent activation assay, no phosphate acceptor; higher activation fold means a stronger effect | activation fold at 20 µM; hits with a dose series show EC50 in µM | 200,000 compounds, 0.03% hits; in the data active means activation fold from about 3, or a potency from the dose series; inactive means the rest, 99 in 100 with activation fold below about 1.6; further: many of its hits are not listed in these tables
# Insulin prom up cell count: also measured in Insulin prom up; calls as there; cell count; measured here: cytotoxicity, nuclei count;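 total cells summed across four imaged fields per well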
# Lipid droplet cells 6.5 µM: further read-out of Lipid droplet, marked with its call; cell count; measured here: cell count, cytotoxicity flag;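 cells counted across two imaged fields per well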
# bCat nuc transl cell count 5 µM: also measured in bCat nuc transl; calls as there; cell count; measured here: cell count, cytotoxicity flag
# T cell HTS vesicle-bound %: recorded beside T cell HTS, whose call it bears; double positive events, %; measured here: CD8+ vesicle-bound cell fraction;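 binding gate set so that unloaded-vesicle control wells show 10% double positive cells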
# MT stabilizer Hoechst-high %: recorded beside MT stabilizer, whose call it bears; % Hoechst-high responders; measured here: nuclear condensation Hoechst responders;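 share of cells brighter than vehicle mean plus two SD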
# MT stabilizer cytotoxicity %: further read-out of MT stabilizer, marked with its call; toxicity, %; measured here: cytotoxicity by cell density;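 0% = mean cell density of plate MIN control wells and 100% = no cells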
# Autophagy mod cell loss 18 h: second read-out of Autophagy mod, no call of its own (marks repeat the call); toxicity, %; measured here: cell loss, nuclei count;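 cell loss after 18 h compound exposure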
# * hit, by the source's call; i = inactive; nt = no result given. Unless noted, no stated cut-off is given here; in the data, active means inhibition above about 50%; inactive means the rest.
# A first look (three entries):
# Every second line gives: T cell HTS, T cell HTS vesicle-bound %, MT stabilizer, MT stabilizer Hoechst-high %, MT stabilizer cytotoxicity %, Autophagy mod, Autophagy mod cell loss 18 h, bCat nuc transl, bCat nuc transl cell count 5 µM, Insulin prom up, Insulin prom up cell count, Lipid droplet, Lipid droplet cells 6.5 µM, human PMI inhibition, human PMI inhibitors, TNAP activation fold
> COC(=O)c1sc2nc(C)cc(C)c2c1N
    i, 52, 3.0, 1.2, 5.5, i, 16, -1.6, 992, nt, nt, 2, 715, 10%, 2%, 1.1
> CC(=O)c1sc(NC(=O)C2=NN(c3ccccc3)C(=O)CC2)nc1C
    i, 34, 6.6, 3.1, 5.3, i, 17, -1.9, 1014, 0.61, 1138, 15, 701, 7%, 4%, 1.1
> O=[N+]([O-])c1cc2c(cc1/C=N/NS(=O)(=O)c1ccc(Br)cc1)OCO2
    i, 46, 7.5, 2.2, 10, i, 0, -5.9, 1135, 0.21, 1666, 2, 635, -61%, -32%, 0.8

# The list itself, from the start:
# Every second line gives: T cell HTS, T cell HTS vesicle-bound %, MT stabilizer, MT stabilizer Hoechst-high %, MT stabilizer cytotoxicity %, Autophagy mod, Autophagy mod cell loss 18 h, bCat nuc transl, bCat nuc transl cell count 5 µM, Insulin prom up, Insulin prom up cell count, Lipid droplet, Lipid droplet cells 6.5 µM, human PMI inhibition, human PMI inhibitors, TNAP activation fold
> COC(=O)c1sc2nc(C)cc(C)c2c1N
    i, 52, 3.0, 1.2, 5.5, i, 16, -1.6, 992, nt, nt, 2, 715, 10%, 2%, 1.1
> CC(=O)c1sc(NC(=O)C2=NN(c3ccccc3)C(=O)CC2)nc1C
    i, 34, 6.6, 3.1, 5.3, i, 17, -1.9, 1014, 0.61, 1138, 15, 701, 7%, 4%, 1.1
> O=[N+]([O-])c1cc2c(cc1/C=N/NS(=O)(=O)c1ccc(Br)cc1)OCO2
    i, 46, 7.5, 2.2, 10, i, 0, -5.9, 1135, 0.21, 1666, 2, 635, -61%, -32%, 0.8
> Nn1c(SCC(=O)NCc2ccccc2)nncc1=O
    i, 40, 2.4, 2.8, 2.2, i, -1, -1.8, 1191, -0.01, 1472, 9, 699, 13%, 12%, 1.2
> CCc1ccc(NC(=O)CN2C(=O)C(=O)N(Cc3ccccc3)C2=O)cc1
    i, 37, 3.3, 3.3, 6.4, i, -2, 1.2, 994, 0.3, 966, 1, 664, -7%, -6%, 1.1
> CCOC(=O)C1=NN(c2ccccc2)C(=O)C1
    i, 29, nt, nt, nt, nt, nt, -0.6, 1270, 1.2, 1344, 2, 744, nt, nt, nt
> COc1ccc(C(=O)NNC(=O)c2ccccc2[N+](=O)[O-])cc1[N+](=O)[O-]
    i, 58, 5.4, 2.6, 4.6, i, 5, -0.7, 1463, -0.13, 1371, -6, 523, -3%, -6%, 1.1
> CN(C)S(=O)(=O)Oc1cccc(C(=O)Nc2ccc(Cl)cc2)c1
    i, 42, 1.2, 0.6, 5.2, i, 18, 0.0, 1276, -2.1, 850, nt, nt, 2%, -1%, 1
> COc1cccc(NC(=O)CN2CCN(c3nc(-c4cccc(OC)c4)cs3)CC2)c1
    i, 9, 4.3, 1.6, 5.7, i, -4, -2.4, 535, nt, nt, 1, 754, 2%, -6%, 1.1
> COc1ccc(-c2cc(=O)c3ccccc3n2C)cc1
    i, 42, 1.6, 1.2, 4.0, i, 2, -2.2, 1307, nt, nt, 10, 734, -3%, 0%, 1.1
> CCOC(=O)c1sc(NC(=O)/C=C/c2ccc(F)cc2)nc1C
    i, 37, 2.6, 2.8, 5.7, i, -8, 0.5, 1527, -0.13, 1480, -6, 550, 4%, -5%, 1
> COc1ccc(C(=O)OCC(=O)c2ccccc2)cc1S(=O)(=O)N1CCOCC1
    i, 22, 1.3, 1.3, 4.0, i, -2, -0.2, 949, 1.3, 895, -2, 834, 13%, 9%, 1.1
> O=C(N/N=C/c1ccco1)c1cc([N+](=O)[O-])cc([N+](=O)[O-])c1
    i, 40, 3.4, 3.2, 7.4, i, 3, -7.2, 511, 0.13, 1361, 3, 652, -10%, 2%, 1.1
> COC(=O)[C@H](CCSC)NC(=O)Nc1ccc(C)cc1
    i, 48, 1.9, 2.0, 10, i, 51, 2.9, 1133, 0.08, 1364, nt, nt, 4%, 6%, 1
> CC1=C(C(=O)OCC(C)C)C(c2ccsc2)C2=C(CCCC2=O)N1 (stereo not given)
    i, 29, 3.8, 4.3, 6.4, i, 3, -1.4, 965, nt, nt, 1, 635, 10%, -4%, 1.2
> COc1ccc(-c2cc(C(=O)Oc3ccc([N+](=O)[O-])cc3)c3ccccc3n2)cc1
    i, 41, 1.2, 1.7, 15, i, 1, -1.9, 1137, 0.41, 1878, -27, 574, 10%, 14%, 1.1
> Cc1ccc(-c2cc3ccccc3nc2N2CCCC2)cc1
    i, 52, 0.8, 2.1, 8.6, i, 1, 0.5, 1071, -0.57, 1821, -11, 605, 10%, 11%, 1.1
> CC1(C)CC(=O)C2=C(C1)N(CCN1CCOCC1)C1=C(C(=O)CC(C)(C)C1)C2c1ccc(Cl)cc1
    i, 27, nt, nt, nt, nt, nt, -0.9, 1134, 0.32, 1374, 10, 703, nt, nt, nt
> CC1CCCC(NC(=O)c2n[nH]c(=O)c3ccccc23)C1C (stereo not given)
    i, 41, 3.1, 1.8, 6.0, i, -10, -0.6, 1380, -0.37, 1705, nt, nt, 3%, 2%, 1.1
> O=C(O)CC12CC3CC(C1)CC(n1ncc(NCc4ccccc4)c(Cl)c1=O)(C3)C2
    i, 47, nt, nt, nt, nt, nt, 0.0, 1291, -0.11, 1068, 20, 708, nt, nt, nt
> COc1ccc(C)cc1NC(=O)Cn1cnc2sc(C)c(S(=O)(=O)N3CCOCC3)c2c1=O
    i, 55, 3.0, 1.6, 4.3, i, -5, -4.7, 1135, -0.4, 1274, -3, 729, 2%, 4%, 1.1
> CCC(CC)c1nnc(NC(=O)CCN2C(=O)c3ccccc3C2=O)s1
    i, 29, 3.6, 1.9, 3.8, i, -4, -3.3, 1362, 1.3, 1457, nt, nt, 2%, 3%, 1
> COc1ccccc1C(=O)Oc1cc(N)n(S(=O)(=O)c2ccc(C)cc2)n1
    i, 48, 3.6, 4.0, 17, i, 57, -1.0, 1483, 1, 1589, nt, nt, 7%, 5%, 1
> COc1ccc(/C=N/Nc2cc(C)nc(N3CCOCC3)n2)cc1OC
    i, 19, nt, nt, nt, nt, nt, -0.2, 1256, 0.04, 1082, 2, 713, nt, nt, nt
> CCOc1cc(/C=C/C(=O)NCCc2ccc(S(N)(=O)=O)cc2)ccc1OCC(C)C
    i, 24, nt, nt, nt, nt, nt, -1.0, 1417, -0.46, 933, 16, 715, nt, nt, nt
> Cc1cccc(NC2SC(=O)N(CC(=O)O)C2=O)c1 (stereo not given)
    i, 46, 2.5, 1.3, 4.8, i, 8, -1.4, 1140, 0.3, 1169, 13, 768, -6%, -11%, 1.2
> Cc1ccc2cccc(N)c2n1
    i, 32, 1.3, 1.2, 5.6, i, 22, 1.6, 1101, -0.38, 1303, -4, 721, 5%, 56%*, 1.1
> CCC1CCCCN1CC(O)Cn1c2ccccc2n2c(=O)cc(C)c(C#N)c12 (stereo not given)
    i, 51, 4.5, 2.5, 2.6, i, 18, -1.2, 1098, 0.08, 1468, 0, 551, 12%, 3%, 1.1
> COC(=O)C(C)Oc1ccc(Oc2nc(Cl)ccc2Cl)cc1 (stereo not given)
    i, 10, 4.0, 3.3, 7.5, i, 13, -2.8, 1050, 0.08, 1298, 2, 713, -3%, 2%, 1.1
> O=C(c1cc2ccccc2oc1=O)N(Cc1cccs1)C1CCS(=O)(=O)C1 (stereo not given)
    i, 23, 3.0, 1.5, 3.9, i, -20, 0.1, 1056, 0.43, 1261, -1, 750, 14%, 11%, 1.1
> Cc1ccc2c(c1)[nH]c1c(=O)n(Cc3ccccn3)cnc12
    i, 46, 9.4, 1.2, 13, i, 14, 1.6, 1127, -0.38, 1181, nt, nt, 6%, 4%, 1.1
> Cc1ccc(OC(=O)C(C)c2cccc(C(=O)c3ccccc3)c2)cc1 (stereo not given)
    i, 25, 2.3, 1.6, 9.5, i, -30, -1.4, 1257, -0.54, 1651, nt, nt, 11%, 7%, 1
> O=C(Cc1cc(=O)[nH]c(=O)[nH]1)NCCN1CCOCC1
    i, 20, 2.2, 3.0, 9.2, i, 4, -1.9, 1203, -0.26, 1223, 0, 731, -11%, 2%, 1.1
> COc1ccc(C(=O)Nc2nc(N)n(-c3ccccc3)n2)cc1OC
    i, 44, 3.7, 4.0, 12, i, -1, -9.6, 939, nt, nt, nt, nt, 12%, 14%, 1.1
> Cc1noc(C)c1COC(=O)/C=C/c1ccccc1Cl
    i, 34, 1.5, 2.0, 4.5, i, -7, -4.2, 1116, 0.7, 1239, 10, 695, 0%, 10%, 1
> CCCCCCCCNC(=O)c1cnsn1
    i, 62, 2.1, 1.9, 3.2, i, 1, 2.7, 576, -0.78, 1273, -8, 683, 2%, 1%, 1
> CCCN1CCN(C(=O)Nc2ccc(OCC)cc2)CC1
    i, 31, 1.9, 1.0, 1.4, i, -34, 0.9, 996, 0.54, 1421, 0, 703, 5%, -2%, 1.2
> O=C(O)C(c1ccccc1)C1(O)CCCCC1 (stereo not given)
    i, 43, nt, nt, nt, nt, nt, -4.3, 1211, 0.43, 1394, 17, 846, nt, nt, nt
> Cc1ccc2oc(=O)n(CC(=O)c3ccc(F)cc3)c2c1
    i, 6, nt, nt, nt, nt, nt, 0.4, 1314, 0.03, 1399, 1, 681, nt, nt, nt
> O=C(c1cc(-c2ccco2)on1)N1CCCc2ccccc21
    i, 44, 4.3, 1.7, 3.2, i, 12, -3.7, 935, -0.96, 1453, nt, nt, 29%, 19%, 1.1
> O=C(Nc1ccccc1N1CCN(c2ccccc2)CC1)C1CCCCC1
    i, 27, nt, nt, nt, nt, nt, -4.8, 1232, 0.09, 1241, 3, 797, 3%, -6%, 1.1
> CCOc1ncccc1C(=O)N=C1SCCN1C(=O)c1cccnc1OCC
    i, 45, 3.1, 0.4, 1.1, i, 0, -2.7, 1167, -1.1, 1355, 0, 688, 7%, 19%, 1.1
